# ELG1 genotox: qHTS screen for small molecules that induce genotoxicity in human embryonic kidney (HEK293T) cells expressing luciferase-tagged ELG1; HEK293T ELG1-luciferase reporter, luminescence, 16 h; Potency, µM (doses to about 46 µM), for inactives: at the highest dose activity change, positive = activation, hits mostly activators; 1.3% of 330,000 active; also: potency is read from the fitted curve at half-maximal effect; % of control where 0% means no effect; nearly all actives have a fitted effect of over 60% in size
#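 DMSO vehicle served as control against compound-treated ELG1-luciferase HEK293T cells; exposure lasted 16 hr at 37 °C and 5% CO2, followed by ONE-Glo luminescence detection after 30 min.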
# Integrin act MD: qHTS for Activators of Integrin-Mediated Alleviation for Muscular Dystrophy; 0.064% of 350,000 active; AID 624291, 2012; alpha7betagal myoblasts, beta-gal FDG fluorescence, 48 h; Potency, µM (titrated, usually from 38.3 µM), for the others: at the highest dose activation, most hits filed as activators;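 also: potency is read from the fitted curve at half-maximal effect; 100% = response of the positive control SU9516; nearly all actives have a fitted effect of over 60% in size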
#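 alpha7betagal+/- myoblasts (passage 13, 250/well) treated 48 h at 37C with compounds at 1:260 dilution of DMSO stock. Lysed, then beta-galactosidase activity read as FDG fluorescence (ex 480/em 540) after 30 min, with pre-read for autofluorescence.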
# BRCA1 expr act: qHTS Assay to Identify Small Molecule Activators of BRCA1 Expression; AID 624202, 2012; 1.1% of 380,000 active; MCF7-BRCA1-FFLuc reporter, luminescence, 48 h; response scale: scaled: vehicle 0%, 10 µM genistein 100%; Potency, µM (top dose mostly 46.1 µM), inactives show at the highest dose activation, usual class: activators; also: potency is read from the fitted curve at half-maximal effect; nearly all actives have a fitted effect of over 80% in size; some results filed as inactive show a strong effect at the top dose
#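 Activators of BRCA1 expression were detected as increased firefly luciferase luminescence in engineered MCF7 cells after 48 h compound incubation. Signals were scaled to genistein 10 microM as full activation.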
# TRPV1 ag: HTS Assay for Compounds that Act as Agonists of the Vanilloid Receptor 1 | TRPV1-expressing cells, Fluo-8 calcium influx, agonist mode | activation, % at 8.33 µM | 0.19% of 320,000 active | AID 540275, 2011; in the data active = activation above about 80%; inconclusive = between about 30% and that limit; also: 0% is about no effect
#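 TRPV1-expressing cells were cultured overnight at 35.5C and loaded with Fluo-8 calcium dye for 40 to 90 min at room temperature. After a 10 s baseline, compound was added and calcium influx was read kinetically for 3 min (ex 480/em 520 nm).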
# uPA surface inh: qHTS for Inhibitors of Cell Surface uPA Generation; cell surface uPA generation assay, qHTS; Potency, µM (series often up to 38.3 µM), inactives show at the top dose activity change, negative = inhibition, hits mostly inhibitors; 0.31% of 330,000 active; AID 540303, 2011; active = well fitted inhibition curve with a large enough effect; inconclusive = small, poorly fitted or top-dose-only effect; inactive = no such curve, though single readings can be large or run the other way; tested in mouse RAW 264.7 cells; also: potency is read from the fitted curve at half-maximal effect; % is scaled to controls: 0 for no effect and ±100 for the full control effect; nearly all actives have a fitted effect of over 55% in size
# B2AR arrestin: qHTS assay of beta-arrestin-biased ligands of beta2-adrenergic receptor. Beta-2 adrenergic receptor (Homo sapiens), P07550. beta-arrestin recruitment to beta2AR, cell-based reporter. Potency, µM (doses to about 46.1 µM), inactives show at the top dose activation, hits mostly activators. 0.02% of 330,000 active. AID 492947, 2010;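 also: potency is read from the fitted curve at half-maximal effect; 0% = DMSO controls and full agonism = EC100 isoproterenol or metaproterenol; nearly all actives have a fitted effect of over 65% in size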
# PTAP TSG101 blk: qHTS Assay for Iinhibitors of HIV-1 Budding by Blocking the Interaction of PTAP/TSG101 | Tumor susceptibility gene 101 protein (Homo sapiens), Q99816 | Fluorescence polarization, FITC-PTAP peptide / Tsg101 binding | Potency, µM (highest dose often 115 µM), for inactives: top-dose activity change, negative = inhibition, usual class: inhibitors | 340,000 tested, under 10 active; active = well fitted inhibition curve with a large enough effect in the main read-out, with a control signal flat, not every such curve was filed as active; inconclusive = small, poorly fitted or top-dose-only effect, or effect the other way, or a change in a side signal; inactive = no such curve, though single readings can be large or run the other way; also: potency is read from the fitted curve at half-maximal effect; % of control where 0% means no effect
# Target sequence (Q99816 whole entry, looked up): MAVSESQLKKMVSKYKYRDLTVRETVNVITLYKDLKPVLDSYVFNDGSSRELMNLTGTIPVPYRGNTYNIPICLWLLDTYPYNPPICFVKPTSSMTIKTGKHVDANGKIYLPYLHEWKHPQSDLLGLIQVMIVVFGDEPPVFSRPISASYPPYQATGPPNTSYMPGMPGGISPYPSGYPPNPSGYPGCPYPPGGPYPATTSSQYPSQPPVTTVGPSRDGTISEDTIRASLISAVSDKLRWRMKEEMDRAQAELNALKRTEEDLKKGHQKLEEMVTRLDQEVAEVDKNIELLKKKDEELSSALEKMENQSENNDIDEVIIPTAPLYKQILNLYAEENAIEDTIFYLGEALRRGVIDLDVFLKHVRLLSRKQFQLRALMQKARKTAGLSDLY
#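 Fluorescence anisotropy tracks displacement of a FITC-tagged PTAP peptide (50 nM) from the Tsg101 binding domain (10 uM), following a 20 min room-temperature incubation at pH 7.5.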
# p53 reactivation: qHTS assay for re-activators of p53 using a Luc reporter | Potency, µM (titrated, usually from 92.2 µM), for the others: top-dose activity change, positive = activation, usual class: activators | 0.063% of 320,000 active | H1299 p53-A138V BP100-luciferase reporter, luminescence, 24 h; also: potency is read from the fitted curve at half-maximal effect; % of control where 0% means no effect; nearly all actives have a fitted effect of over 45% in size
#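 H1299 (p53-null), stable ts p53-A138V + BP100-Luc; 1000 cells/well, Opti-MEM/10% FBS; cpd 4 pt, 1:5; 24 h, 37 deg C, 5% CO2; detection reagent 10 min RT; luminescence.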
# ASM inhibitor: Inhibitors of Secretory Acid Sphingomyelinase (S-ASM): qHTS. placental ASM, HMU-PC fluorogenic substrate, 60 min. Potency, µM (top dose mostly 57.5 µM), inactives show at the top dose activity change, negative = inhibition, hits mostly inhibitors. 0.006% of 340,000 active. AID 504937, 2011; also: potency is read from the fitted curve at half-maximal effect
# Target sequence (P17405 47-631 limits assumed): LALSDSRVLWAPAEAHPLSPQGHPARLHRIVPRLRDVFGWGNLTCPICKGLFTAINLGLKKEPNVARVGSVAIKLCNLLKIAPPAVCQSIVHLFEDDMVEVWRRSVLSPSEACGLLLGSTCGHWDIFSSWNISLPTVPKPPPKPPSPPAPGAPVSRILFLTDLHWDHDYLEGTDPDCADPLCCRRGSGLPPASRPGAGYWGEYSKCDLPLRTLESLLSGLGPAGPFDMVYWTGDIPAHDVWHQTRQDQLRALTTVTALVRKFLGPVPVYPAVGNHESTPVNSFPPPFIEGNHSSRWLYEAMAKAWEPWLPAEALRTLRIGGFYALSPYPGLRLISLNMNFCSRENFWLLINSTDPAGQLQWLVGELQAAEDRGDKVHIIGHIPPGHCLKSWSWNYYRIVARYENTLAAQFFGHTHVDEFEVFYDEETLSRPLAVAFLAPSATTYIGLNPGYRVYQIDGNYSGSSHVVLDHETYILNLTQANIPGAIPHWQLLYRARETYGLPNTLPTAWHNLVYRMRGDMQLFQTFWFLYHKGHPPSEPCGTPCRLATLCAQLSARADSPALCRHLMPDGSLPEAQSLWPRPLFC
#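 Steps: dispense placental human ASM, pin compound, wait 10 min at room temperature, add HMU-PC0 substrate at 9 uM final, incubate 60 min at 37 °C, add stop solution raising pH to 10, read fluorescence.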
# Eya2 phos inh: qHTS Assay for Inhibitors of the Phosphatase Activity of Eya2; Protein phosphatase EYA2 (Homo sapiens), O00167; recombinant Eya2, OMFP fluorescence dephosphorylation (OMFP is methylfluorescein phosphate); Potency, µM (highest dose often 76.9 µM), inactives show top-dose activity, negative = inhibition, usual class: inhibitors; 0.006% of 330,000 active; also: potency is read from the fitted curve at half-maximal effect; % is scaled to controls: 0 for no effect and ±100 for the full control effect
#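 Eya2 protein (added as 0.2 uM solution) was preincubated with compound for 10 min at ambient temperature in 50 mM HEPES pH 7.5, 50 mM NaCl, 5 uM MgCl2, 0.05% BSA, 1 mM DTT. OMFP (added at 50 uM) then reacted 10 min; fluorescence read at 485/525 nm.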
# USP2a block: qHTS Assay for Inhibitors of Ubiquitin-specific Protease USP2a Using CHOP2 as the Reporter. USP2 core, Ub-CHOP2 coupled fluorogenic reporter, 485/531. Potency, µM (highest dose often 38.3 µM), for the others: at the highest dose activity change, negative = inhibition, hits mostly inhibitors. 0.01% of 330,000 active. Ubiquitin carboxyl-terminal hydrolase 2 (Homo sapiens), O75604;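 also: potency is read from the fitted curve at half-maximal effect; plate controls were DMSO wells for no effect and full inhibition by NEM control for full effect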
#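 Cell-free coupled assay: 10nM USP2 core preincubated 30min RT with compound in Tris-HCl pH 8.0/CaCl2/CHAPS buffer, then 25nM Ub-CHOP2 and 25nM reporter substrate; fluorescence (Ex 485/Em 531) read after 60min RT, normalized to NEM inhibition, concentration-response curves fitted.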
# Active calls of the source: *; ? = inconclusive; . = no result given; [ ] = dose if it differs, or a comment. Unless noted, calls follow the shape of the dose curve; as a rule, active = well fitted curve in the direction sought with a large enough effect; inconclusive = small, poorly fitted or top-dose-only effect, or another doubt; inactive = no such curve, though single readings can be large; an effect the other way counts as inactive or inconclusive. This is a random part of the collection; 2.6% or so of the library scored in one or more.
nr	structure	ELG1 genotox	Integrin act MD	BRCA1 expr act	TRPV1 ag	uPA surface inh	B2AR arrestin	PTAP TSG101 blk	p53 reactivation	ASM inhibitor	Eya2 phos inh	USP2a block
1	CC1CCN(CCCNC(=O)C2CCC(CNS(=O)(=O)c3cccc4nsnc34)CC2)CC1 (stereo not given)	-0.1%	-12.4%	2.7%	-3.3	3.0%	-0.8%	-3.3%	-3.2%	0.9%	-4.0%	0.0%
2	Cc1ccc(-c2ccc(C(=O)Nc3cccc(F)c3)o2)c2ccccc12	-0.9%	-4.3%	-17.6%	?	-15.6%	-0.4%	0.2%	1.9%	98.9%	10.4%	0.0%
3	COc1ccccc1NC(=O)C1CCCN(C(=O)NCc2ccccc2)C1 (stereo not given)	-2.7%	-4.4%	-4.7%	2.1	2.4%	-0.4%	-2.1%	-3.8%	1.0%	0.5%	1.9%
4	CCN(C(=O)C(C)Sc1ccc(S(=O)(=O)N2CCOCC2)cn1)c1ccccc1 (stereo not given)	-0.3%	1.1%	-30.3%	12.7	-9.4%	-0.2%	0.7%	-1.1%	0.2%	-4.1%	2.7%
5	Cc1ccn2c(C(=O)N/N=C\c3ccccc3[N+](=O)[O-])c(C)nc2c1	.	-16.4%	11.7%	.	8.5%	.	-6.4%	.	-0.7%	.	.
6	CCN(Cc1ccc(OC)c(F)c1)C(C)C(=O)Nc1ccc(S(=O)(=O)N2CCCC2)cc1 (stereo not given)	-0.7%	-10.7%	-17.2%	-5.2	-13.4%	-0.1%	-1.9%	-3.9%	-2.7%	3.9%	-3.1%
7	O=C(CCCc1nc(-c2ccccc2)no1)NC1CCCCC1	-6.2%	-8.7%	3.0%	2.8	-3.4%	-0.3%	2.7%	3.0%	0.2%	12.2%	0.2%
8	COc1ccc(NC(=O)Nc2cccc3c2O[C@H](CN(C)S(=O)(=O)c2ccc(OC)cc2)[C@@H](C)CN([C@H](C)CO)C3=O)cc1	-6.4%	-30.3%	3.8%	.	2.7%	5.7%	-6.4%	-3.7%	?	-1.5%	-2.3%
9	CCOc1ccc(N2C(=O)Nc3ccccc3C2(O)C(=O)NCc2ccc(C)cc2)cc1 (stereo not given)	-0.7%	11.9%	-20.5%	1.1	4.6%	-0.3%	-2.7%	7.1%	-0.4%	-21.3%	0.4%
10	Cc1ccc(NC(=O)Cn2cccc2)cc1	-4.9%	18.4%	24.3%	7.9	8.9%	-0.8%	-5.5%	13.5%	4.4%	1.8%	15.3%
11	COCC(=O)Nc1ncc(S(=O)(=O)c2ccc([N+](=O)[O-])cc2)s1	-6.9%	-29.4%	-11.8%	0.9	1.8%	-0.1%	-5.2%	3.3%	-4.2%	-4.4%	0.9%
12	CCN1CCN(c2cc(C)c3cc(NC(=O)c4cccc(OC)c4)ccc3n2)CC1	12.3%	-54.9%[inhibitor]	6.6%	-4.7	?	1.3%	3.0%	2.2%	7.8%	-6.5%	-3.5%
13	Cc1cccc(NS(=O)(=O)c2ccc3[nH]c(=O)oc3c2)c1C	-3.0%	7.0%	-30.7%	.	-1.5%	0.0%	0.3%	9.2%	-0.1%	-5.1%	1.9%
14	Cc1c(CC(=O)O)c(=O)oc2cc3c(cc12)CCC(C)(C)O3	-1.3%	-10.1%	1.5%	-0.4	4.4%	0.2%	-7.0%	17.4%	14.2%	1.6%	1.0%
15	Cc1ccc(/C=C/C(=O)N2CCN(S(=O)(=O)/C=C/c3ccccc3)CC2)o1	-2.0%	-30.8%	7.2%	13.7	19.6%	0.2%	-3.8%	2.4%	-0.6%	-24.2%	0.0%
16	CCOC(=O)c1nn(-c2ccc(OCC)cc2)c2nc(CC(C)C)c(C#N)c(=O)n12	-1.4%	39.4%[7.66 µM]	-15.3%	1.9	-6.5%	0.2%	-0.8%	-0.7%	26.9%	1.9%	0.6%
17	COc1cc2c(=O)c(-c3ccc(O)cc3)coc2cc1OC1OC(CO)C(O)C(O)C1O (stereo not given)	4.5%	13.2%	47.4%	-0.2	-14.7%	0.2%	4.1%	5.6%	5.0%	5.5%	0.3%
18	O=c1c2cc(Br)ccc2nc(-c2ccccc2)n1O	-11.2%	-10.8%	-31.2%	-7.5	1.2%	-0.3%	-10.7%	11.8%	-1.3%	1.1%	5.4%
19	O=C(Cn1c2c(sc1=O)C1c3ccccc3OCC1CS2)Nc1ccc(Cl)cc1 (stereo not given)	-1.4%	0.3%	-20.4%	0.7	-2.4%	-0.1%	-0.8%	?	-7.2%	-5.7%	1.0%
20	N=C(N=C(N)N)N1CCc2ccccc21	-0.7%	-1.0%	-12.7%	-3.7	7.1%	-1.2%	1.9%	-0.2%	2.6%	0.0%	3.4%
21	CC(C)c1ccc(C2NC(C(=O)O)CS2)cc1 (stereo not given)	0.1%	0.0%	1.3%	-2.9	3.9%	-0.6%	-5.9%	-2.2%	-7.1%	-0.9%	4.1%
22	CCOc1ccc(Cl)cc1C(c1c(C)[nH][nH]c1=O)c1c(C)[nH][nH]c1=O	0.5%	-24.3%	-23.0%	1.5	-2.7%	-0.7%	-2.7%	-45.1%[inhibitor]	1.6%	-1.9%	2.7%
23	Cc1ccc(-c2cc(-c3ccccc3Cl)[nH]n2)c(O)c1	?	13.1%	46.5%	11.3	11.7%	0.3%	-3.5%	?	-23.0%	0.3%	-1.7%
24	CCCN1C2CCCC1CC(NC(=O)NC1CCCCC1)C2 (stereo not given)	13.3%	-4.9%	50.7%	7.1	-2.2%	0.1%	-5.1%	?	3.0%	-0.8%	-1.9%
25	COc1ccc(OCC(=O)NS(=O)(=O)c2ccc(Cl)cc2)cc1	-2.6%	?	-9.0%	-3.5	-0.1%	0.3%	1.4%	-5.5%	1.7%	8.2%	-1.3%
26	COc1ccccc1NC(=O)C/C(C)=N/NC(=O)COc1c(Br)cc(Br)cc1OC	0.2%	-25.9%	-18.5%	-1.8	.	-0.1%	-0.4%	-3.6%	7.7%	-6.1%	2.4%
27	CCC(=O)Nc1nc2ccccc2n1Cc1ccc(C)cc1	-6.5%	-41.8%	-2.9%	8.9	-0.1%	0.0%	-1.6%	0.6%	2.5%	-3.9%	0.1%
28	COc1cnc(-c2ccccc2)nc1Oc1ccccc1C	-6.0%	0.0%	-35.1%	?	-1.1%	-0.8%	-5.3%	5.4%	-7.0%	-4.5%	2.6%
29	CCOc1ccccc1C(=O)Nc1nccs1	2.6%	-15.5%	-1.6%	19.9	-10.9%	-1.0%	4.1%	1.4%	2.8%	11.4%	-0.6%
30	COC(=O)c1[nH]c2cc(OC)ccc2c1NC(=O)CCN1CCCC(C)(C)C1	1.4%	2.5%	-0.7%	8.6	.	0.1%	0.2%	-13.7%	2.4%	-15.5%	3.1%

# Limited to PTAP TSG101 blk and Eya2 phos inh, for some of the entries so far:
no.	compound	PTAP TSG101 blk	Eya2 phos inh
19	O=C(Cn1c2c(sc1=O)C1c3ccccc3OCC1CS2)Nc1ccc(Cl)cc1 (stereo not given)	-0.8%	-5.7%
20	N=C(N=C(N)N)N1CCc2ccccc21	1.9%	0.0%

# Remaining list, next part.
nr	structure	ELG1 genotox	Integrin act MD	BRCA1 expr act	TRPV1 ag	uPA surface inh	B2AR arrestin	PTAP TSG101 blk	p53 reactivation	ASM inhibitor	Eya2 phos inh	USP2a block
31	COc1cc(/C=C/C(=O)OCC(=O)NCCC2=CCCCC2)cc(OC)c1OC	4.5%	-3.2%	-10.3%	.	0.3%	-0.6%	-1.6%	-0.3%	-0.7%	4.1%	4.0%
32	Cc1ccc(C(=O)c2ccccc2C(=O)OCC(=O)N2CCCC2)cc1	13.7%	0.3%	35.7%	.	-3.8%	0.0%	-3.1%	?	-1.9%	1.6%	1.0%
33	O=C(/C=C/c1ccc(F)cc1)NCC1(c2ccccc2)CCOCC1	0.0%	2.7%	-8.6%	27.0	-1.2%	-1.9%	-1.0%	-5.8%	-1.5%	-0.8%	-0.6%
34	COc1ccc(Nc2nc(N)nc(CSc3n[nH]c(-c4ccccc4)n3)n2)cc1	-11.1%	3.4%	12.2%	-1.1	7.1%	0.4%	-1.4%	-3.9%	-6.1%	9.2%	-2.0%
